# CHO-K1 Ca antag: M1 antagonist counterscreen hit in parental CHO-K1 cells; 360,000 compounds, 0.6% hits; ATP-induced calcium, Fluo-8 fluorescence; inhibition, % at 3 µM;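 active means inhibition above a per-plate cutoff, the plate's mean sample inhibition plus 3 SD, cut at about 24% in these data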;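 further: 0% = DMSO plus EC80 ATP and 100% = DMSO alone without ATP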
# CHO-K1 Ca PAM: nonselective calcium activators in parental CHO-K1 cells, primary screen, counter-screen for M1 PAM project, cell-based, Fluo-8 calcium fluorescence, full deck, 1536-well; ATP EC20; 0% at ATP EC20, 100% at ATP max; activation, % at 3 µM; AID 602247, 2012; 360,000 compounds, 0.02% hits;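 active means activation above the run cutoff, the mean activation of all test compounds plus 3 SD, cut at about 40% in these data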;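 further: peak over basal fluorescence ratio in a 140 s read after ATP addition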
# M1 antag: human M1 muscarinic receptor antagonists, primary screen, CHO-K1 cells, Fluo-8 calcium fluorescence, 1536-well. CHO-K1 hM1, ACh EC80 antagonist. 360,000 compounds, 1.3% hits. inhibition, % at 3 µM. Muscarinic acetylcholine receptor M1 (Homo sapiens), P11229;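 active means percent inhibition above its own plate's cutoff, namely the mean of that plate's compound wells plus 3 SD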;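 further: peak over basal fluorescence ratio during 140 s after agonist addition; 0% = ACh EC80 plus DMSO and 100% = DMSO alone without agonist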
# TAAR1 antagonist: human TAAR1 antagonists, primary screen, Fluo-8 calcium fluorescence, CHO RD-HGA16 cells | Trace amine-associated receptor 1 (Homo sapiens), Q96RJ0 | antagonist | inhibition, % at 3 µM | 360,000 compounds, 1.5% hits | AID 624466, 2012;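 active means inhibition above a per-plate cutoff, the mean inhibition of test compounds on that plate plus 3 SD, cut at about 49% in these data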;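 further: 0% = DMSO plus EC80 beta-PEA response and 100% = DMSO alone without agonist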
# Target sequence (Q96RJ0 whole entry, looked up): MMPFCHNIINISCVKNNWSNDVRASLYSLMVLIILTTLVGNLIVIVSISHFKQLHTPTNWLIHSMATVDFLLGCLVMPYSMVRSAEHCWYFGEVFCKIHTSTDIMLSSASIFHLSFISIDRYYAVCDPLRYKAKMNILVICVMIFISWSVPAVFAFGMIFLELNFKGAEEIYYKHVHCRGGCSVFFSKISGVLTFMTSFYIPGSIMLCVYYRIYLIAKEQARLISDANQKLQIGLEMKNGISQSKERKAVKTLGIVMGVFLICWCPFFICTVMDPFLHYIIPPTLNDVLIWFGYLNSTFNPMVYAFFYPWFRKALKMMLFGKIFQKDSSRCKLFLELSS
#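 Test system: CHO RD-HGA16 cells bearing hTAAR1 | Reagent: β-PEA, EC80 | Compound dosing: 3 µM, single point | Schedule: Dye loading 75 min at 37 °C, then 30 min room temperature | Signal: Calcium fluorescence with Fluo-8 | Evaluation: Percent inhibition of PEA-evoked calcium signal, max/basal emission ratio | Control set: DMSO-only wells and EC80 β-PEA-stimulated wells | Repeats: Singlicate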
# TAAR1 ag: human TAAR1 agonists, primary screen, Fluo-8 calcium fluorescence, CHO RD-HGA16 cells | vehicle wells 0%, saturating PEA agonist 100% | activation, % at 3 µM | 360,000 compounds, 0.99% hits | AID 624467, 2012;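 active means activation above the mean activation of all test compounds in the run plus 3 SD, cut at about 38% in these data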
#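 System: CHO RD-HGA16 cells carrying human TAAR1 plus Gα16; Incubation: 17-24 h seeding, 75 min 37 °C dye, 30 min RT; Measured by: Fluo-8 fluorescence, 5 s baseline then 140 s kinetic read; Control set: DMSO and PEA EC100; Replication: single well for each compound.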
# M1 ag parental: counter-screen for M1 agonists: effect in parental CHO-K1 cells; Fluo-8 calcium fluorescence; scaled to maximal ATP response, vehicle zero; 360,000 compounds, 0.48% hits; activation, % at 3 µM; in the data active means activation above about 15%;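 further: untransfected CHO-K1 host cells lacking M1 receptor as counterscreen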
# M1 ag: human M1 muscarinic receptor agonists, primary screen, Fluo-8 calcium fluorescence, CHO-K1 cells, HTS. 360,000 compounds, 0.33% hits. activation, % at 3 µM. Muscarinic acetylcholine receptor M1 (Homo sapiens), P11229. CHO-K1 hM1, agonist mode; 0% DMSO, 100% acetylcholine EC100. AID 588814, 2011;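 active means activation above the run's mean compound activation plus 3 SD, cut at about 16% in these data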;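 further: peak over basal fluorescence ratio within a 140 s kinetic read after compound addition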
# CHO parental Ca: ATP-evoked calcium signal inhibitors, parental CHO, primary screen, counter-screen for OX1R antagonist project, cell-based, fluorescence, Fluo-8 calcium dye; 330,000 compounds, 0.63% hits; parental CHO-K1, ATP-induced calcium, Fluo-8 fluorescence; inhibition, % at 5.6 µM; AID 463079, 2010;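 active means inhibition above that plate's mean sample inhibition plus 3 SD, cut at about 26% in these data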;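 further: 0% = ATP-challenged DMSO wells and 100% = DMSO wells without ATP; some compounds past the cut are filed as inactive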
#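 Material: parental CHO cells / Compound: single nominal dose of 5.6 µM per compound / Signal: Fluo-8 fluorescence / Replicates: singlicate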
# OXTR potentiate: human OXTR potentiators, primary screen, fluorescence, CHO-OTR cells, Fluo-8 calcium. Oxytocin receptor (Homo sapiens), P30559. Fluo-8 calcium fluorescence, potentiator mode; 0% = oxytocin EC15, 100% = EC100. activation, % at 3 µM. 320,000 compounds, 0.061% hits;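 active means activation above that plate's cutoff, the mean activation of tested compounds plus 3 SD, cut at about 6.6% in these data, passing the limit was not always enough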;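 further: 100% uses oxytocin at 75 nM as the full agonist control; some results filed as inactive read as strong as hits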
# Target sequence (P30559 whole entry, looked up): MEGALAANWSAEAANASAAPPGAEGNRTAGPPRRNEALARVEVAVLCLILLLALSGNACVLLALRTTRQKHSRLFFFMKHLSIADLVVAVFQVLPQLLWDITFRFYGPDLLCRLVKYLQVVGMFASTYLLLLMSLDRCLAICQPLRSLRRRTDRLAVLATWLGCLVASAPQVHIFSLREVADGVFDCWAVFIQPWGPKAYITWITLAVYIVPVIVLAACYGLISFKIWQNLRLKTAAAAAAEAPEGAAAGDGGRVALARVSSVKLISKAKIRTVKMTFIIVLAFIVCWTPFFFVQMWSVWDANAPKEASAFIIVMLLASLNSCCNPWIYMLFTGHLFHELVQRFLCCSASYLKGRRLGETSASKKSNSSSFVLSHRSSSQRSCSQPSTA
#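 Dosing: Single dose, 3.0 µM nominal final compound concentration | Material: Human OTR in CHO cells | Technique: Kinetic Fluo-8 calcium fluorescence | Benchmarks: EC15 oxytocin alone as 0%, 75 nM oxytocin as 100% | Probe or stimulus: Oxytocin at about EC15, sub-maximal agonist stimulus | Incubation: Compound 6 min at room temperature before oxytocin, 100 s read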
# An asterisk follows results filed as active; nt = not tested or not shown.
SMILES	CHO-K1 Ca antag	CHO-K1 Ca PAM	M1 antag	TAAR1 antagonist	TAAR1 ag	M1 ag parental	M1 ag	CHO parental Ca	OXTR potentiate
Cc1cc(N/N=C/c2ccc(O)c(C)c2O)nc(-c2ccccc2O)n1	8	9	29	57*	13	7.3	0	18	-5
CCOC(=O)c1cnn(-c2nc(-c3ccccc3)cs2)c1C(F)(F)F	-7	9	0	29	11	-0.4	-5	-21	-14
Cc1ccc(C)c(N2CCN(C(=O)C3CCCCN3S(=O)(=O)c3ccc(F)cc3)CC2)c1 (stereo not given)	-10	20	3	-10	5	2.4	-8	-6	-2
COc1cc2c(cc1OC)C(c1ccc([N+](=O)[O-])cc1)NCC2 (stereo not given)	8	-17	-6	7	-1	-0.7	-4	-5	2
CC(C)(C)c1ccc(CC(=O)N2CCC2(C)C(=O)NS(=O)(=O)Cc2ccccc2)cc1 (stereo not given)	-13	19	-26	-4	2	0.4	-2	nt	nt
Cc1[nH]c2ccccc2c1C1(O)C(=O)N(Cc2ccc3c(c2)OCO3)c2ccccc21 (stereo not given)	9	9	-3	19	1	0.1	10	-8	-7
Cc1ccc(CNC(=O)/C=C/c2cccs2)cc1	16	-12	7	-4	2	-0.5	-5	-15	-1
COc1ccc(F)cc1CN1CCN(C(=O)CCC(=O)Nc2nnc(C3CCCCC3)s2)CC1	-12	1	-2	-18	6	0.7	-4	-25	-7
COCCN(CCOC)C(=O)Nc1ccc(Cl)cc1	-9	-4	3	-6	11	2.6	-3	9	-9
CCN(CC)S(=O)(=O)c1ccc2oc(C(=O)N3CCOCC3)c(C)c2c1	-10	-3	-10	8	2	0.6	1	-6	0
O=C(O)CCNS(=O)(=O)c1ccc2c(c1)CCCC2	-8	9	2	-21	6	-0.4	-2	-3	0
CCN1CCN(C(c2cc3cc4c(cc3[nH]c2=O)OCO4)c2nnnn2C(C)(C)CC)CC1 (stereo not given)	-4	-2	-12	15	4	-0.6	-5	-7	-5
COc1cc(CN2CCN(c3ccc(C)cc3)CC2)cc([N+](=O)[O-])c1O	nt	nt	nt	2	-1	nt	nt	-3	-5
COc1ccc(/C(C)=N/NC(=O)c2cccc(S(=O)(=O)N3CCCC3)c2)c(O)c1	8	-20	-9	17	-1	0.7	-7	-15	0
CCC(=O)N1CCN(c2cc(C)ccc2C)CC1	1	11	-4	7	3	0.1	-2	-8	-8
COc1ccccc1N1CCN(C(=O)c2cc3c(s2)CCC3)CC1	7	24	-6	23	5	2.4	-3	-9	-10
Cc1ccc(CNc2ccc3c(c2)ncn3C(C)(C)C)cc1	-10	21	-25	2	2	2.3	3	-13	0
Cc1cc(C)c(S(=O)(=O)c2ccccc2C)c(Cl)n1	-7	15	-9	-3	3	0.5	-7	-5	1
COC(=O)c1ccc(OCC(=O)NC2CCCCCC2)cc1	-2	-19	7	15	-1	3.8	-1	-23	-5
CCCNC(=O)c1ccc(N2CCC3(CC2)CC(c2cccc(Br)c2)=NO3)c(NC(=O)c2ccccc2)c1	-12	12	6	26	4	0.0	-2	-11	-3
CC1=CC(=C(C#N)C#N)C=C(C)N1Cc1ccccc1	-1	12	-3	10	2	-0.1	-10	-8	-24
CC(C)OCC1CO1 (stereo not given)	-5	6	2	-11	1	-0.1	-2	-11	-8
Cc1cccc2sc(N(CCCN(C)C)C(=O)c3ccc(Cl)s3)nc12	-15	20	51*	-18	11	2.6	-3	-11	-2
COc1ccc(N2CC(C(=O)Nc3ccc(S(=O)(=O)N4CCCC4)cc3)CC2=O)cc1 (stereo not given)	3	12	-7	-16	3	-0.6	-7	-1	-6
Cc1cc(=O)oc2cc(OCCSc3nnc(-c4ccccc4)o3)ccc12	-4	-1	-2	-24	12	1.0	-5	0	-10
O=[N+]([O-])c1ccccc1OCCCNCc1ccccc1	3	-3	11	-15	11	2.6	-11	-11	-9
Cc1ccc(CNS(=O)(=O)c2cc3c(cc2C)NC(=O)CO3)cc1	-1	1	-11	2	3	0.6	0	-11	-7
COc1cc(C(=O)NCCCN(C)C)ccc1OCC(=O)Nc1cccc(C(F)(F)F)c1	-8	20	-1	4	11	7.2	-13	4	-13
O=C(CNC(=O)C1CCCCC1)Nc1ccc(F)c(Cl)c1	-11	14	-8	2	-1	1.8	-6	-1	-6
COc1ccc(Cl)cc1NC(=O)c1cc(-c2ccccc2)on1	-15	32	-15	4	4	0.8	-3	-7	-5
C=CCN1C(=O)CSc2ccc(C(=O)NC3CCCCC3)cc21	-15	5	10	-4	0	3.7	-4	-13	-2
Cc1ccc(-c2nc(N)c3c(-c4ccc(C)cc4)nn(C(C)(C)C)c3n2)cc1	7	0	-7	-3	-2	-0.3	-1	-6	-9
COc1ccc(-c2nc3cc([N+](=O)[O-])ccc3o2)cc1	-9	14	-10	-18	1	0.7	-2	-11	-6
CC(C)Cn1c(CCC(N)=O)nnc1SC(C)C(=O)Nc1ccc2c(c1)OCO2 (stereo not given)	-1	1	-1	21	0	-0.1	-4	3	-1
COCCCNC(=O)C(=O)Nc1cc2c3c(c1)CCN3C(=O)CC2	12	-9	1	-8	1	5.2	-3	-2	-4
COc1ccccc1C(=O)NCCn1cc(SCC(=O)Nc2nnc(C)s2)c2ccccc21	16	-9	1	14	13	1.4	-2	-27	-3
OC(COc1ccc(Br)cc1)CN1CCC(Cc2ccccc2)CC1 (stereo not given)	-3	19	24	-12	42*	12	4	-16	-8
Cc1cccc2sc(N(CCCN(C)C)C(=O)c3ccco3)nc12	-7	-4	76*	-6	9	2.5	14	-21	-12
O=C(NCc1ccccc1)NC1(C(=O)N2CCCC2)CCCCC1	-15	18	-32	3	5	1.0	-4	-10	-13
Cc1ccc(C)c(S(=O)(=O)NCC(=O)OCC(=O)Nc2sccc2C(N)=O)c1	-11	-15	6	13	12	13	4	nt	nt

# Entries of single compounds, quoted from the list.
# CC(C)Cn1c(CCC(N)=O)nnc1SC(C)C(=O)Nc1ccc2c(c1)OCO2 (stereo not given) in the list: CHO-K1 Ca antag = -1; CHO-K1 Ca PAM = 1; M1 antag = -1; TAAR1 antagonist = 21; TAAR1 ag = 0; M1 ag parental = -0.1; M1 ag = -4; CHO parental Ca = 3; OXTR potentiate = -1
# Cc1ccc(-c2nc(N)c3c(-c4ccc(C)cc4)nn(C(C)(C)C)c3n2)cc1 in the list: CHO-K1 Ca antag = 7; CHO-K1 Ca PAM = 0; M1 antag = -7; TAAR1 antagonist = -3; TAAR1 ag = -2; M1 ag parental = -0.3; M1 ag = -1; CHO parental Ca = -6; OXTR potentiate = -9

# (cont.)
SMILES	CHO-K1 Ca antag	CHO-K1 Ca PAM	M1 antag	TAAR1 antagonist	TAAR1 ag	M1 ag parental	M1 ag	CHO parental Ca	OXTR potentiate
CC1CCN(CC(=O)Nc2ccc(Cl)cc2[N+](=O)[O-])CC1	-14	0	-11	-15	8	0.3	-2	-12	5
Nc1c(N(CCC2=CCCCC2)C(=O)C2CC2)c(=O)[nH]c(=O)n1Cc1ccccc1	3	-2	-4	-14	1	0.3	-2	-25	-4
Cc1ccc2[nH]c(=O)c(C(c3nnnn3C(C)(C)C)N(Cc3ccco3)CC3CCCO3)cc2c1 (stereo not given)	-10	23	-5	-6	4	0.2	-6	-16	-2
Cc1noc(NS(=O)(=O)c2ccc(NC(=O)CCn3c(=O)oc4ccccc43)cc2)c1C	17	-10	-11	-9	4	0.1	0	-6	-2
COc1ccc(/C(C)=N/Nc2nc3ccccc3nc2C)cc1	-10	0	-5	4	5	1.0	-3	-11	-2
O=C1CCCN2N=C(SCC(=O)Nc3ccc(Br)cc3)SC2=N1	-3	-17	0	5	46*	5.0	1	3	-24
Cc1ccc(C(c2nnnn2C2CCCCC2)N2CCc3ccccc32)cc1 (stereo not given)	-10	19	7	-30	3	0.1	-6	6	-4
COCCn1c(COc2ccc(OC)cc2)nc2ccccc21	-6	10	-25	-9	12	0.8	-2	-22	0
Nc1c(C(=O)CSc2nnnn2-c2ccc(O)cc2)c(=O)[nH]c(=O)n1C1CC1	-12	3	-6	-32	1	1.1	-3	nt	nt
CC1CC(C)CN(C(=O)COC(=O)c2nn(C)c(=O)c3ccccc23)C1 (stereo not given)	-3	12	-13	3	2	1.5	0	-13	-6
O=C(OCC(=O)N1CCN(C(=O)COC(=O)c2ccccc2NCCO)CC1)c1ccccc1NCCO	-7	-5	-4	2	16	-0.5	-3	nt	nt
CCC(CC)NC(=O)CSc1ccc(S(=O)(=O)N2CCOCC2)cn1	6	-14	-1	10	5	0.9	0	-6	-10
Cc1nn(C)cc1C(C(=O)NC1CCCCC1)N(Cc1ccccc1Cl)C(=O)c1cnccn1 (stereo not given)	-15	5	-15	-10	1	0.3	-4	-17	-7
CSCCC(NS(=O)(=O)c1ccc2c(c1)oc(=O)n2C)C(=O)NC1CCCCC1 (stereo not given)	-3	-3	-15	-6	2	-0.5	-5	-1	-5
C=C(C)Cn1c(N2CCN(c3ccc(OC)cc3)CC2)nc2c1c(=O)n(C)c(=O)n2C	-6	21	-7	3	2	6.6	-2	-2	-5
COc1cc2ccc(-c3ccc4ccccc4n3)cc2cc1OC	6	10	15	58*	10	4.4	-3	nt	nt
CC(C)CCC1=NN(C(=O)c2ccco2)C(O)(C(F)(F)F)C1 (stereo not given)	-6	0	-4	-20	1	-0.6	-8	-12	-2
O=C(c1ccccc1)N1CCN(c2ccc([N+](=O)[O-])c(N3CCOCC3)c2)CC1	-11	27	-4	12	-2	1.2	-7	-15	-10
CC(C)=CCN1CCN(Cc2cccc3nccnc23)CC1CCO (stereo not given)	-13	9	-1	-23	1	0.0	-7	4	2
COc1ccc(C2=Cc3ccc(OC(C)=O)cc3OC2)cc1	-2	17	-7	-14	4	6.4	-2	nt	nt
CC(CNC1CCCCC1)OC(=O)c1ccccc1 (stereo not given)	-8	10	-19	-13	1	0.9	-6	-7	-8
